PABP1 MLLE inh: inhibitors of microRNA-mediated deadenylation, human PABP1 MLLE binding | GST-MLLE / FITC-PAM2 fluorescence polarization | inhibition, % at 20 µM | 0.36% of 360,000 active | AID 588489; in the data active = inhibition above about 35%, passing the limit was not always enough;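 note: plate controls were DMSO wells with GST-MLLE for no effect and wells lacking GST-MLLE protein for full effect; some results filed as inactive read as strong as hits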
Target sequence (P11940 whole entry, looked up): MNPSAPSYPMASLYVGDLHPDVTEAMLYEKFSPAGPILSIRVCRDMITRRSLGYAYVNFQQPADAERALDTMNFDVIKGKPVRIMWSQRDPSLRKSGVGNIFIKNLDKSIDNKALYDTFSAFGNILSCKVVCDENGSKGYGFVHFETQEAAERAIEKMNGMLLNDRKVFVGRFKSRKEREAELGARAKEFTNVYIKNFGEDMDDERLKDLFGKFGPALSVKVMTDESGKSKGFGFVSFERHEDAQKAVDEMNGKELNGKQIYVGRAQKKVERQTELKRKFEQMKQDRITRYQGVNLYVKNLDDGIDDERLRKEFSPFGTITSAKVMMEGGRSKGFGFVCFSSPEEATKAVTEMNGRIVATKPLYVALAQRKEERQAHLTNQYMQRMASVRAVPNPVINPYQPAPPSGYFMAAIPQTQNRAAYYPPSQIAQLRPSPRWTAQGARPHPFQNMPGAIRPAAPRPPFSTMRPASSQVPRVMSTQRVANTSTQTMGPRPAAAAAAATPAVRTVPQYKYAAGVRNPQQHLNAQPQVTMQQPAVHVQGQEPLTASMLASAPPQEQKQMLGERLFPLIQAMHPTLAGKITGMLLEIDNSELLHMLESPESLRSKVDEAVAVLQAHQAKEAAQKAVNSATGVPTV
CSN deneddyl inh: inhibitors of human CSN-mediated cullin deneddylation. AID 651999. 0.38% of 360,000 active. inhibition, % at 12.5 µM. Purified CSN, SCF-Nedd8-OG deneddylation, fluorescence polarization;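 active = pattern-corrected inhibition above about 35%, with an unprinted fluorescence ratio check between 0.5 and 1.5, limit read from the data, passing the limit was not always enough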;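 note: 0% = enzyme with substrate and 100% = substrate without enzyme; some results filed as inactive read as strong as hits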
Target sequence (Q92905 whole entry, looked up, one chain of several): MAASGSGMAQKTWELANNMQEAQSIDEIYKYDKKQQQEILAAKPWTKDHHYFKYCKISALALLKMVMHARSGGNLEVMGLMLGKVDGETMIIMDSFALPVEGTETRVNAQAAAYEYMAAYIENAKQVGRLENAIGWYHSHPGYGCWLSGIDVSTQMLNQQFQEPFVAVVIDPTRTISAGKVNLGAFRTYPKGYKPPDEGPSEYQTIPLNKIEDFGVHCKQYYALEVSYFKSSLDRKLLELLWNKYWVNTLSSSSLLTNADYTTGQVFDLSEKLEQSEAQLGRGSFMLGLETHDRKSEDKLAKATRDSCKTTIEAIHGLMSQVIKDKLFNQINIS
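Schedule: reaction 90 min, room temperature / Assay system: HEK293T-derived human Csn5 enzyme / Input: Csn5 at 0.24 nM final / Measure: inhibition of Csn5 cleavage, % / Control set: substrate-only high control, full reaction low control / Technique: fluorescence polarization of the substrate / Buffer or medium: Tris/NaCl/DTT buffer, pH 7.5 / Reagent: SCFSkp2-Nedd8OG substrate at 10 nM final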
Neddylation inh: cullin neddylation inhibition. P61081+Q13564. TR-FRET cullin neddylation, biochemical. calls only at 25 µM. 0.58% of 360,000 active; in the data active = inhibition above about 36%
MsrA act: activators of bovine methionine sulfoxide reductase A; purified bovine MsrA, absorbance read-out; activation, % at 10.6 µM; AID 602163; 0.3% of 360,000 active; in the data active = activation above about 7.5%;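 note: 0% = vehicle and 100% = reference activator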
Rin1 Abl inh: inhibitors of human Rin1-Abl protein interaction; inhibition, % at 7.35 µM; 0.4% of 360,000 active; P00519+Q13671; TR-FRET Rin1/Abl binding, biochemical; in the data active = inhibition above about 5%, passing the limit was not always enough
TbMetRS inhib: blocks T. brucei methionyl-tRNA synthetase activity | purified T. brucei MetRS, ATP depletion, Kinase-Glo luminescence | inhibition, % at 11.9 µM | 0.4% of 360,000 active;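 active = inhibition above a per-plate cutoff of the control wells' mean inhibition plus 3 SD, cut at about 5.5% in these data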;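 note: 0% = DMSO wells median and 100% = median of wells with control inhibitor compound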
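Dosing: 11.9 µM compound single dose, 0.9% DMSO; Assay system: purified T. brucei MetRS enzyme; Measured by: Kinase-Glo luciferase luminescence reporting remaining unconsumed ATP; Schedule: 15 min plus 2 h at 25 °C.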
FAS TE block: blocks the thioesterase domain of human fatty acid synthase | P49327 | recombinant FAS-TE, OMFH fluorogenic substrate, fluorescence endpoint | inhibition, % at 15 µM | 0.67% of 360,000 active | AID 602261;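 active = compounds whose normalised, plate-corrected inhibition of enzyme fluorescence in the single-dose primary screen is 50% or more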;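 note: 0% = DMSO with enzyme and 100% = substrate without enzyme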
eLon inh: inhibitors of E. coli Lon protease; P0A9M0; purified E. coli Lon protease, fluorescence polarization; inhibition, % at 7.94 µM; 0.42% of 360,000 active; in the data active = inhibition above about 13%, passing the limit was not always enough;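 note: 0% = enzyme with probe and DMSO and 100% = no enzyme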
MsrA inh: inhibitors of bovine MsrA | purified bovine MsrA, absorbance read-out | inhibition, % at 15.5 µM | 0.75% of 360,000 active | AID 651718; in the data active = inhibition above about 4.5%;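 note: 0% = vehicle wells with enzyme and 100% = reference inhibitor wells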
* hit, by the source's call; i = inactive; / = no result given; & = joins results of further samples.

SMILES	PABP1 MLLE inh	CSN deneddyl inh	Neddylation inh	MsrA act	Rin1 Abl inh	TbMetRS inhib	FAS TE block	eLon inh	MsrA inh
CCCc1cc(=O)oc2c3c(cc(OCC(=O)NCc4ccccn4)c12)OC(C)(C)CC3	1	2	/	-2	0	1.2	3	-1	1.1
Cc1cc2oc(=O)cc(CN3CCc4ccccc43)c2cc1Cl	-5	4	i	-2	-1	0.5	22	-6	0.9
Cc1ccc(=O)n(C(C(=O)NCc2ccco2)C(=O)c2ccc(F)cc2)c1 (configuration not stated)	-4	-2	i	-2	-6	-0.2	-6	8	0.5
CCOC(=O)CCNC(=O)N1CCCC(C(=O)c2cccc(Cl)c2)C1 (configuration not stated)	6	2	i	-6	2	0.1	-7	-8	1.9
O=C(C1CCCCC1)N1CCC(c2nc3c(nnn3Cc3c(F)cccc3Cl)c(=O)[nH]2)CC1	-2	2	i	-13	3	-1.2	-8	-4	-0.3
CCOC(=O)N1CCN(C(=O)C2CCN(C(=O)c3ccc([N+](=O)[O-])cc3)CC2)CC1	10	-5	i	-6	1	-0.3	4	-8	-1.5
Cc1ccc(Nc2cc(C)nn2-c2nc(C)cc(C)n2)cc1	-1	2	i	0	0	-0.8	3	-3	0.1
COc1cccc(C(=O)NCCS(=O)(=O)NCCc2ccccc2)c1	14	-7	i	0	-1	-0.3	-3	4	-0.4
COc1ccc(Cl)cc1NC(=O)N1CCC(C)CC1	-1	0	i	-3	2	-0.3	15	-5	0.5
COCCCNC(=S)Nc1ccc2nc3n(c(=O)c2c1)CCCCC3	12	3	i	-3	-4	-0.9	0	4	0.4
CCCn1c(=O)c2ccccc2n2c(SCCOc3ccccc3)nnc12	-28	3	i	1	1	-0.5	9	13	0.8
COc1ccc(NC(=O)[C@H](C)NC(=O)C2CCN(S(=O)(=O)c3ccc(C)cc3)CC2)cc1OC	-8	-5	i	-5	5	-0.4	-4	-16	2.7
O=C(O)C1=CC[C@@H](c2ccc(Cl)cc2)N(S(=O)(=O)c2ccc(Cl)cc2)[C@H]1c1ccc(Br)cc1	-11	1	i	-2	-1	2.1	42	-4	0.6
O=c1c(C/C=C/c2ccccc2)c(O)ccn1CCc1c[nH]c2ccccc12	-4	-11	i	-2	1	0.3	4	3	-0.7
Cc1ccc(OCC(=O)NCC(=O)Nc2ccc(F)c(F)c2F)c([N+](=O)[O-])n1	-2	-2	i	3	0	-0.6	-7	6	0.0
CC1CCN(C(=O)Cn2c(=O)n(CCCC(=O)NCc3ccco3)c(=O)c3sccc32)CC1	6	-6	i	-2	1	0.9	-2	3	0.9
CC(=O)c1ccc(Sc2ccccc2)cc1	4	0	i	-3	-7	-0.3	7	-1	-0.1
CS(=O)(=O)N(CC(=O)N1CCCC1)c1ccc(Cl)cc1	3	-1	i	-10	-2	0.1	-1	0	-0.2
COc1ccc(N2CCN(CCNC(=O)Nc3ccc([N+](=O)[O-])cc3OC)CC2)cc1	-15	0	i	-1	-5	-0.5	4	-8	1.0
COc1ccc(Cn2c(SC)nc3ccccc32)cc1[N+](=O)[O-]	-18	1	i	-3	-1	0.6	12	0	2.0
Cc1onc(-c2ccccc2)c1C(=O)N1CCN(C(=O)c2ccco2)CC1	10	3	i	-1	-1	0.5	-8	-1	-0.1
O=S(=O)(c1ccc2nc(Nc3ccccc3)ccc2c1)N1CCCCC1	-1	-3	i	-2	2	-0.2	38	8	2.1
CCOC(=O)[C@]12CCCC=C1N(CCC1=CCCCC1)C(=O)[C@H](CC(=O)NCCCCc1ccccc1)C2	/	1	i	/	/	-0.7	/	/	-0.9
CCOc1c(Br)cc(C2CC(=O)Nc3cc(OC)c(OC)cc32)cc1OC (configuration not stated)	11	0	i	-5	5	-0.8	-1	1	1.2
O=C(Cc1cccs1)NCc1ccncc1	8	-1	i	-3	-2	-1.1	-14	-12	-0.2
COc1ccc(OC)c(/C=C/C(=O)Nc2ccc3c(c2)CCC3)c1	-19	1	i	-5	-2	-0.6	16	-2	2.1
CC1OC(Oc2c(-c3cc(O)c(O)c(O)c3)oc3cc(O)cc(O)c3c2=O)C(O)C(O)C1O (configuration not stated)	-18	2	i	-6	42*	0.1	-2	-3	2.3
O=C(CSc1cn(CCNC(=O)c2cccs2)c2ccccc12)NCC1CCCO1 (configuration not stated)	-1	1	i	0	-2	-0.5	-3	2	-0.1
CCC1CCCCN1C(=O)CSc1nnc(-c2c[nH]c3ccccc23)o1 (configuration not stated)	-1	1	i	-3	1	3.9	3	7	-0.9
COc1ccc(C(=O)Nc2nnc([C@@H]3C[C@H](O)[C@@H](CO)O3)s2)cc1	-12	-1	i	-6	-3	-0.2	-12	-8	0.7
CCCC(=O)NC(c1ccc(OCC)cc1)c1ccc(OC)c(OC)c1 (configuration not stated)	-11	13	i	2	2	0.4	-5	-4	0.3
CC1=NNC(=O)/C1=C\c1cn(-c2ccccc2)nc1-c1ccccc1	-2	-2	i	-2	0	0.1	-2	7	1.5
Oc1cccc(/C=N/Nc2cc(N3CCCC3)nc(N3CCCC3)n2)c1	14	-1	i	5	-4	-0.8	2	-5	1.2
CCOc1cc(/C=N/NC(=O)C(=O)NCC2CCCO2)ccc1OCC(=O)N1CCOCC1 (configuration not stated)	-2	1	i	-1	1	-0.1	-6	-13	2.6
CC(=O)N1CCc2cc(Br)cc(S(=O)(=O)NCc3ccc(Cl)cc3)c21	-5	0	i	-3	0	-0.5	2	0	-0.1
O=C(CCn1c(=O)sc2ccccc21)Nc1ccon1	-3	2	i	-1	-3	-0.5	-8	-9	1.2
O=C(c1ccc(Cn2cc([N+](=O)[O-])cn2)o1)N1N=C(C(F)F)CC1(O)C(F)F (configuration not stated)	-2	3	i	-1	3	0.3	-5	6	/
CCc1nonc1NC(=O)c1oc2ccccc2c1C	-7	-3	i	-5	0	-0.5	-2	-9	0.2
COCCn1c(=NC(=O)c2cccs2)sc2cc(NC(C)=O)ccc21	20	-7	i	-7	-4	-1.1	-9	-3	3.0
Cc1nc(=S)n(-c2ccccc2)[nH]1	11	4	i	2	1	-0.5	0	-4	-1.5
Cc1cc(C)cc(NC(=O)CCNS(=O)(=O)c2ccc3c(c2)oc(=O)n3C)c1	0	1	i	-5	3	-0.8	0	-4	0.4
CC(C)SCc1cc(N2CCCC2)nc(-c2ccccc2)n1	0	1	i	-5	1	-0.6	11	-2	0.2
COc1ccccc1CN=Cc1[nH]c2ccc(Br)c(Cl)c2c1O	42	3	i	6	-9	0.5	-6	-23	1.2
O=C(NCCN1CCCC1)c1ccc(Cl)cc1Cl	9	-7	i	-1	-4	0.5	-4	-10	0.2
CCOC(=O)C(C)n1cnc2scc(-c3ccc(C)c(C)c3)c2c1=O (configuration not stated)	-4	-1	i	-4	1	0.4	16	0	8.4*
Cc1nc2c(C)cccn2c1/C(O)=C1\C(=O)C(=O)N(CCN(C)C)C1c1cccs1 (configuration not stated)	7	-6	i	-5	1	-0.3	-8	3	1.6
COc1ccc(C(=O)c2c3ccccc3[n+]([O-])n2CCCN)cc1	13&-1	1&4	i	-2&-3	2&-2	0.6&0.1	-11&-5	4&2	0.8&2.2
CN(C)N1C(N)=C(C#N)C(c2ccccc2Cl)C2=C1CCCC2=O (configuration not stated)	-8	-4	i	0	2	0.0	-2	2	0.9
CN1C(=O)C(O)(CC(=O)/C=C\c2ccc3c(c2)OCO3)c2ccccc21 (configuration not stated)	-5	3	i	-5	-1	-0.5	-3	1	3.6
CN(C)Cc1c(C(=O)N/N=C/c2cccc(OCc3c(F)cccc3Cl)c2)nnn1-c1nonc1N	2	0	i	0	1	0.1	-3	1	0.6
Cc1noc(C)c1COC(=O)c1cc(C)n(-c2ccccc2)c1C	-3	4	i	-1	2	0.4	18	-5	-0.8
COc1ccccc1C(=O)Nc1ccc(S(=O)(=O)Nc2cc(C)nc(C)n2)cc1	0	1	i	-1	2	-0.3	-4	2	-0.3
COc1cccc(N2CC(C(=O)Nc3nnc(SCC(=O)Nc4cc(C)on4)s3)CC2=O)c1 (configuration not stated)	-20	3	i	-2	-2	-0.1	0	-2	-0.9
C=CCNC(=O)/C(C#N)=C/c1ccccc1OCc1ccc(C(=O)OC)cc1	3	5	i	-2	-1	1.7	15	-4	-1.9
CC1CC1C(=O)OCC(=O)Nc1cccc(S(=O)(=O)NC2=NCCCCC2)c1 (configuration not stated)	18	-2	i	1	-1	0.3	-3	-2	-0.2
O=C(NCCc1ccccc1)c1cc(-c2ccco2)on1	-11	12	i	-4	-3	-0.1	-3	-1	0.2
CCSc1nnc(NC(=O)c2nc(-c3ccccc3)n(-c3ccccc3)n2)s1	0	7	i	-13	-1	-1.1	-11	2	2.3
C/C(=N\NC(=O)c1cc(-c2cccs2)nc2ccccc12)c1ccccn1	-6	0	/	-7	-3	-1.5	16	-1	1.4
COc1cccc(-c2sc3ccc(OC)cc3c2-c2ccc(OCCN(C)C)cc2)c1	-2	1	i	-2	-1	-0.3	23	-7	-0.8
CC1CCC(NC(=O)CCS(=O)(=O)c2ccc3c(c2)NC(=O)C(C)S3)CC1 (configuration not stated)	9	0	i	-2	1	0.0	6	-2	0.7

At a glance, 4 of the compounds above:
SMILES	PABP1 MLLE inh	CSN deneddyl inh	Neddylation inh	MsrA act	Rin1 Abl inh	TbMetRS inhib	FAS TE block	eLon inh	MsrA inh
Cc1cc(C)cc(NC(=O)CCNS(=O)(=O)c2ccc3c(c2)oc(=O)n3C)c1	0	1	i	-5	3	-0.8	0	-4	0.4
CC(C)SCc1cc(N2CCCC2)nc(-c2ccccc2)n1	0	1	i	-5	1	-0.6	11	-2	0.2
COc1ccccc1CN=Cc1[nH]c2ccc(Br)c(Cl)c2c1O	42	3	i	6	-9	0.5	-6	-23	1.2
O=C(NCCN1CCCC1)c1ccc(Cl)cc1Cl	9	-7	i	-1	-4	0.5	-4	-10	0.2

Among those listed so far, these have a cyano group.
SMILES	PABP1 MLLE inh	CSN deneddyl inh	Neddylation inh	MsrA act	Rin1 Abl inh	TbMetRS inhib	FAS TE block	eLon inh	MsrA inh
CN(C)N1C(N)=C(C#N)C(c2ccccc2Cl)C2=C1CCCC2=O (configuration not stated)	-8	-4	i	0	2	0.0	-2	2	0.9
C=CCNC(=O)/C(C#N)=C/c1ccccc1OCc1ccc(C(=O)OC)cc1	3	5	i	-2	-1	1.7	15	-4	-1.9

Next section:
SMILES	PABP1 MLLE inh	CSN deneddyl inh	Neddylation inh	MsrA act	Rin1 Abl inh	TbMetRS inhib	FAS TE block	eLon inh	MsrA inh
CN1C[C@H]2CON(C)[C@H]2C[C@H]1c1cccc(N2CCOCC2)c1	21	-2	i	0	0	0.9	-3	5	-1.2
Cc1ccc(CNc2nc(C)cs2)cc1	-16	4	i	-13	5	-0.9	-2	-8	-0.6
O=C(COc1ccc(Br)cc1)N(Cc1ccccc1)c1ccccn1	-2	6	i	-2	0	-0.1	16	4	-0.5
CC(=O)N/C(=C/c1ccc(OS(=O)(=O)c2ccc(C)cc2)cc1)C(=O)NCCCO	-7	1	i	-4	-3	-0.3	-3	0	1.5
O=[N+]([O-])c1ccc(/C=N/n2c(-c3cccnc3)n[nH]c2=S)cc1	-57	-11	i	-2	0	-0.2	6	0	0.2
CCN(CC)C(=O)CSc1nnc(-c2cccnc2)n1CCc1ccccc1	-7	0	i	-9	4	-1.4	-4	-4	-0.3
CN(Cc1ccco1)C(=O)C1CCC(=O)N(CCc2cccc(F)c2)C1 (configuration not stated)	-16	4	i	-11	5	-0.7	-2	-2	0.1
COCCn1c(SCC#N)nnc1-c1ccccc1	-13	-2	i	-5	2	-0.7	-10	-4	-0.5
CCCCC#Cc1cncc(C(=O)NN)c1	-6	2	i	-2	4	5.7*	-3	-2	0.2

Assay outcomes from PubChem BioAssay.
